Apaf1 inhib – inhibitors of human Apaf-1 apoptosome; AID 489030; inhibition, % at 20 µM; reconstituted apoptosome caspase-3 activity, DEVD-Rh110 fluorescence; hit rate 0.71% among 330,000; active = inhibition of at least 40% at 20 µM;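 note: plate controls were DMSO wells for no effect and DEVD-CHO caspase inhibitor wells for full effect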
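System: reconstituted apoptosome with Apaf-1, cytochrome c, caspase-9, procaspase-3, dATP; Signal: Rh110 fluorescence intensity; Schedule: 30 min compound preincubation, 50 min activation, room temperature; Reagent: cytochrome c trigger plus (Z-DEVD)2-Rh110 caspase-3 substrate.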
Gli-Sufu block – antagonists of Gli-Sufu signaling; Sufu-KO-LIGHT fibroblasts, Gli luciferase reporter luminescence; inhibition, % at 5 µM; hit rate 0.74% among 340,000; AID 588413;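 active = inhibition above about 55%, limit read from the data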;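 note: 0% = DMSO-treated cells and 100% = wells with medium but no cells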
SENP8 block – inhibitors of human SENP8 protease; inhibition, % at 10 µM; hit rate 1.2% among 330,000; purified SENP8, Z-RLRGG-aminoluciferin cleavage, luminescence; AID 2540
Target sequence (Q96LD8 whole entry, looked up): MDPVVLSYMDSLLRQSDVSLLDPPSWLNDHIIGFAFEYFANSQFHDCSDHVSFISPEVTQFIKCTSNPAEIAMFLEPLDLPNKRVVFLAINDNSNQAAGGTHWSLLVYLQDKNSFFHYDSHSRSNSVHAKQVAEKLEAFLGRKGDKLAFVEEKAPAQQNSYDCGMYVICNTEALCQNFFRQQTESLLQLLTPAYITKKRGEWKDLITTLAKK
UBC13 polyUb – inhibitors of human UBC13 polyubiquitin chain formation. P61088. TR-FRET. inhibition, % at 20 µM. hit rate 0.47% among 330,000; in the data active = inhibition above about 45%, passing the limit was not always enough
Target sequence (P61088 whole entry, looked up): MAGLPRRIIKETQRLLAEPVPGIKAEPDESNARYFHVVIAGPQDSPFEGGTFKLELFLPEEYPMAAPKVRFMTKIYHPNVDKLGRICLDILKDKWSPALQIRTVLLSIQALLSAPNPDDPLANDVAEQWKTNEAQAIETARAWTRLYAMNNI
Jurkat NFkB inh – lowers PMA/ionomycin-induced NF-kB signal in Jurkat cells | PMA/ionomycin-induced NF-kB luciferase reporter, luminescence | inhibition, % at 4 µM | hit rate 0.53% among 330,000
SENP7 block – inhibitors of human SENP7 protease | hit rate 1.5% among 330,000 | recombinant SENP7, Z-RLRGG-aminoluciferin luminescence, 40 min | inhibition, % at 5 µM | Q9BQF6 | AID 434973;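 active = inhibition above about 50% at the single test dose, limit read from the data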;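 note: plate controls were DMSO with enzyme for no effect and no enzyme buffer wells for full effect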
Target sequence (Q9BQF6 706-1050 limits assumed): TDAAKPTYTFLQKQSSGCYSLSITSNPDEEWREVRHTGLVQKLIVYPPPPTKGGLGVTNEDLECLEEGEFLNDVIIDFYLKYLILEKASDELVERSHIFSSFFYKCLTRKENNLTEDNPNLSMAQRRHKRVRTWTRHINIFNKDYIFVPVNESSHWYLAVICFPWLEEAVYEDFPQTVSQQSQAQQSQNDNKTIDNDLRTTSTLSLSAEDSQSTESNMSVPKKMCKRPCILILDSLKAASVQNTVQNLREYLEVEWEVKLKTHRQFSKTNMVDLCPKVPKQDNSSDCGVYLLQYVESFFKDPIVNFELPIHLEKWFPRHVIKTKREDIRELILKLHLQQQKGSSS
697 NFkB inh – inhibitors of the PMA/ionomycin-induced NF-kB reporter in 697 B cells. 697 B-cell NF-kB luciferase reporter, 16 h. inhibition, % at 4 µM. hit rate 0.33% among 330,000; in the data active = inhibition above about 35%
HKDC1 inhibitor – blocks human hexokinase HKDC1 activity; recombinant HKDC1, G6PDH/diaphorase resazurin coupled fluorescence; inhibition, % at 20 µM; hit rate 0.16% among 340,000;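 active = inhibition above about 35% when tested at 20 µM, limit read from the data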;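 note: plate controls were DMSO wells with enzyme for no effect and DMSO wells lacking enzyme for full effect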
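Material – in-house recombinant HK5 (HKDC1) enzyme · Quantity – HKDC1 at 5 µg/mL · Buffer or medium – pH 8.0 Tris buffer with 10 mM MgCl2 · Reagent – glucose with 1 mM ATP · Dosing – single 20 µM dose · Times – reaction time 90 min, room temperature, protected from light · Technique – resorufin fluorescence at 613 nm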
* marks the source's active call; other numbers are inactive results. Cut-off read from the data, not from the text of the source, unless noted: active = inhibition above about 50%; inactive = the rest.

SMILES	Apaf1 inhib	Gli-Sufu block	SENP8 block	UBC13 polyUb	Jurkat NFkB inh	SENP7 block	697 NFkB inh	HKDC1 inhibitor
COc1ccc(S(=O)(=O)NCC2CC3C=CC2C3)cc1OC (configuration not stated)	7.9	0.8	-9.4	-1.8	-5.4	15.3	-18.0	-11.5
CCOC(=O)c1cc(C(=O)Nc2cccc(C)c2)nn1C	-3.7	-68.0	30.6	10.6	-119.7	59.3*	-91.1	6.4
Cc1ccc(N2CC(NS(=O)(=O)c3cccs3)CC2=O)cc1C (configuration not stated)	11.8	-8.5	3.2	-1.8	-4.9	7.4	12.3	1.9
CN1CCN(S(=O)(=O)c2cccc(C(=O)N(C)Cc3cccs3)c2)CC1	-0.7	0.2	-7.3	-6.0	1.4	-13.1	13.6	-5.2
N/C(=N\OC(=O)CC(c1ccccc1)c1ccccc1)c1cccnc1	5.6	0.7	-0.3	4.4	0.6	0.1	-13.0	2.7
CC(C)CN(CCCNC(=O)CC1Oc2ccccc2NC1=O)CC(C)C (configuration not stated)	-8.0	5.3	-0.3	4.5	12.4	-6.1	3.1	10.0
C[C@H](NC(=O)C1CC(=O)N(c2ccc3c(c2)OCO3)C1)C(=O)NC1CCCC1 (some centres not stated)	0.7	-1.5	7.3	-6.0	5.4	6.9	-7.5	-9.4
CC1(C)Cc2c(sc(NC(=O)Nc3ccccc3)c2C(N)=O)CO1	17.6	-72.0	55.5*	8.1	-84.9	53.1*	-80.1	-2.5
O=C(COC(=O)c1ccco1)NCc1ccco1	1.2	-26.3	6.9	3.1	-5.6	0.6	14.2	-1.1
COC(=O)c1cc2n(n1)CCN(Cc1ccc(C)cc1)C2=O	-7.8	2.9	-1.3	0.1	5.2	4.0	0.3	-5.3
CC[C@@]1(C(=O)OC)N[C@H](CN(C)C(=O)COc2ccccc2)[C@@H]2C(=O)N(C)C(=O)[C@@H]21	-10.4	-2.4	5.2	4.2	-2.8	-11.5	15.7	1.3
COc1cccc(C(=O)N2CCN(C(=O)c3cccc4ccccc34)CC2)c1OC	-7.6	4.7	-3.5	3.9	0.4	-4.2	21.4	-4.3
Cc1ccc(C(=O)Nc2nnn(C)n2)cc1	23.9	-12.7	-22.7	1.2	-14.0	-6.0	8.2	-9.2
CCc1ccc(OCC(=O)OC(C)C(=O)Nc2ccc(Cl)cn2)cc1 (configuration not stated)	2.5	-2.5	-1.1	12.4	7.2	1.4	4.1	-4.3
COc1cc(C(=O)NC2CCN(Cc3ccccc3)CC2)cc(Cl)c1OC	12.3	2.1	-13.7	2.4	-15.2	-3.6	4.1	5.6

Reformatted as labelled records: entries from further up
CC1(C)Cc2c(sc(NC(=O)Nc3ccccc3)c2C(N)=O)CO1
  Apaf1 inhib: 17.6
  Gli-Sufu block: -72.0
  SENP8 block: 55.5*
  UBC13 polyUb: 8.1
  Jurkat NFkB inh: -84.9
  SENP7 block: 53.1*
  697 NFkB inh: -80.1
  HKDC1 inhibitor: -2.5
COC(=O)c1cc2n(n1)CCN(Cc1ccc(C)cc1)C2=O
  Apaf1 inhib: -7.8
  Gli-Sufu block: 2.9
  SENP8 block: -1.3
  UBC13 polyUb: 0.1
  Jurkat NFkB inh: 5.2
  SENP7 block: 4.0
  697 NFkB inh: 0.3
  HKDC1 inhibitor: -5.3

Other structures:
SMILES	Apaf1 inhib	Gli-Sufu block	SENP8 block	UBC13 polyUb	Jurkat NFkB inh	SENP7 block	697 NFkB inh	HKDC1 inhibitor
CCOC(=O)CN1C(=O)C(O)=C(C(C)=O)C1c1ccccc1 (configuration not stated)	-0.6	4.1	-7.9	-14.9	-15.6	-7.8	-4.2	-1.6
N#Cc1cccc(C(=O)Nc2ccc(S(=O)(=O)Nc3nccs3)cc2)c1	8.4	30.6	-17.8	-9.1	6.5	-6.6	-0.2	0.2
CCc1nccn1S(=O)(=O)c1ccc(OC)c(OC)c1	2.2	19.8	3.4	8.5	-1.3	4.0	16.2	-0.7
CC(C)[C@H]1C(=O)Nc2ccccc2N1C(=O)N[C@@H](Cc1ccccc1)C(=O)N[C@H](C(=O)O)c1ccccc1	-1.2	0.3	-10.4	-8.9	0.9	-1.2	14.4	-0.3
Cc1onc(-c2ccccc2Cl)c1C(=O)NCCCc1ccccc1	16.4	6.0	-2.4	1.1	2.1	-7.6	3.2	-1.9
O=C(c1ccc(-c2ccccc2)cc1)c1ccccc1C(=O)N1CCOCC1	-16.5	1.9	-4.5	2.5	0.4	-0.6	8.6	4.3
COc1ccc(C(c2sc3nc(C)nn3c2O)N2CCC3(CC2)OCCO3)cc1 (configuration not stated)	12.0	-35.7	-7.4	-7.8	-20.0	-9.7	-2.9	0.6
O=C(NCc1ccc2c(c1)OCO2)c1n[nH]c(=O)c2ccccc12	-1.9	-6.7	9.3	-1.2	-6.2	6.2	21.9	-10.4
O=C(Nc1ccc(O)cc1)c1ccc2c(c1)C(=O)N(Cc1ccccc1)C2=O	7.7	4.9	1.0	3.6	2.2	-5.1	22.1	-5.1
C=CCn1c(SCC(=O)OCC)nc(C(F)(F)F)cc1=O	-10.9	-1.8	-8.2	5.1	-11.8	2.5	-2.5	0.4
COc1ccc(OC)c2c1cc(C(=O)N[C@@H](Cc1ccccc1)C(=O)O)n2C	17.4	17.6	8.5	-2.6	-2.7	1.1	6.3	8.2
CCC(c1nnnn1CCOC)N(Cc1cc2cc(C)c(C)cc2[nH]c1=O)CC1CCCO1 (configuration not stated)	3.3	0.0	8.8	-0.8	18.4	1.9	3.8	1.3
CC(O)c1cccc(N=Cc2ccc3ccccc3c2O)c1 (configuration not stated)	17.5	-5.0	2.5	-15.2	-7.4	-13.6	-23.1	31.8
Cc1nn(-c2ccccc2)c(Cl)c1C(=O)N1CCN(c2ncnc3c2cnn3-c2ccccc2)CC1	24.7	6.0	-10.0	-7.6	20.9	-5.7	-3.2	0.9
COc1ccc(CN(C)C(=O)c2ccc(NS(=O)(=O)c3ccc(C)c([N+](=O)[O-])c3)cc2)c(OC)c1OC	14.5	7.0	1.4	-13.5	14.3	3.0	-8.7	-0.6
COc1ccc2c(-c3ccccc3)cc3nnnn3c2c1	6.2	-2.1	1.6	4.4	3.7	1.2	-49.6	-0.6
O=C(Cc1ccc([N+](=O)[O-])cc1)N1CCCCCC1	7.0	-10.7	0.2	2.3	16.2	2.3	8.6	-11.7
O=C(CC(c1ccccc1)c1cc(Cl)ccc1O)NCCN1CCOCC1 (configuration not stated)	-27.4	8.4	-0.3	15.3	-1.0	-1.6	8.4	-4.9
CC(C)(C)n1nc2c(c1NC(=O)c1ccc([N+](=O)[O-])cc1)CS(=O)(=O)C2	0.0	12.7	-10.0	-5.7	-0.2	-9.4	-14.0	-4.5
CCOc1cc(/C=N/Nc2nc(-c3cccc(S(=O)(=O)N4CCCC4)c3)cs2)ccc1O	0.2	28.6	-6.4	4.5	7.0	-2.1	-10.4	-0.2
COc1ccc(NC(=O)CNc2ccc(C#N)cc2)cc1	-10.7	-5.7	1.9	-5.8	2.4	1.1	8.3	-9.7
COc1ccc(/C=C(\NC(=O)c2ccccc2)C(=O)N2CCN(C)CC2)cc1	-7.1	-2.9	5.1	0.1	-0.3	2.3	15.8	-6.0
CCOC(=O)C1=C(C)NC2=C(C(=O)C(C(=O)OCC)C(c3ccccc3OC)C2)C1c1ccccn1 (configuration not stated)	1.2	3.1	3.3	-0.3	-2.3	6.4	0.7	-2.3
CCOC(=O)c1ccc(NC(=O)CCOc2ccccc2)cc1	-2.6	-4.8	13.5	-1.2	4.0	-1.7	-5.8	-4.8
CCN(CCCCCN(C)C)Cc1cc2ccccc2o1	1.8	12.5	-8.4	-11.6	-21.1	-10.9	-8.8	-6.0
Cc1[nH]c(=O)c(C#N)c(C)c1CCC(=O)NCc1cccc(C(F)(F)F)c1	6.2	-2.9	-8.6	-4.8	-2.3	-9.3	2.0	-6.0
C/C(=N\NC(=O)c1ccc(CSc2nncn2C)cc1)c1ccc(C#N)cc1	-7.4	2.2	-18.4	-19.0	2.0	-14.1	-12.2	-7.7
N#Cc1ccc(Oc2cccc3cccnc23)c([N+](=O)[O-])c1	9.1	-2.2	0.9	3.6	12.6	-3.6	12.5	6.8
O=C(CNC(=O)c1cccc(Br)c1)N/N=C/c1cccnc1	-0.7	5.4	-4.0	-1.6	27.1	-2.4	2.6	-5.0
COc1ccc(C(=O)NCC(=O)OCC(=O)c2cc(OC)c(OC)c(OC)c2)cc1OC	-0.8	31.0	-6.8	-9.3	4.1	-8.3	-0.5	-5.4

SENP7 block, hit marks shown above.
| canonical_smiles | SENP8 block | UBC13 polyUb | Jurkat NFkB inh | SENP7 block | 697 NFkB inh | HKDC1 inhibitor |
| --- | --- | --- | --- | --- | --- | --- |
| CCOC(=O)c1cc(C(=O)Nc2cccc(C)c2)nn1C | 30.6 | 10.6 | -119.7 | 59.3* | -91.1 | 6.4 |
| CC1(C)Cc2c(sc(NC(=O)Nc3ccccc3)c2C(N)=O)CO1 | 55.5* | 8.1 | -84.9 | 53.1* | -80.1 | -2.5 |

(more compounds)
SMILES	Apaf1 inhib	Gli-Sufu block	SENP8 block	UBC13 polyUb	Jurkat NFkB inh	SENP7 block	697 NFkB inh	HKDC1 inhibitor
O=C(Cc1ccsc1)N1CCN(S(=O)(=O)c2cc(C(F)(F)F)cc(C(F)(F)F)c2)CC1	6.1	-3.8	-7.7	-7.4	-18.1	-8.5	7.5	-0.7
O=C(O)C1CCCCC1C(=O)Nc1ccc(F)c(F)c1 (configuration not stated)	-3.6	-1.8	-12.1	-7.5	-3.1	-6.9	23.8	14.0
c1ccc(-c2ccc(C3=Nn4c(nnc4-c4cccs4)SC3)cc2)cc1	19.7	-3.8	-7.8	1.2	-5.1	-4.4	19.6	-1.8
COc1cc(C(=O)NNC(=O)COc2ccccc2Cl)ccc1OCC(=O)N1CCOCC1	9.8	-2.2	-17.6	-5.0	-0.6	5.5	9.4	-2.0
COc1ccccc1NS(=O)(=O)c1cccc(C(=O)N/N=C(\C)c2ccc3c(c2)OCCO3)c1	-3.5	-2.6	3.3	-0.3	-17.2	-5.3	-11.0	-8.7
COc1ccc(S(=O)(=O)N2CCN(CC(=O)N3CCc4ccccc4C3)CC2)cc1OC	2.9	5.5	9.4	3.7	5.5	-5.3	2.0	4.2
CC(=O)Nc1c(O)[nH]c2ccccc12	-16.4	-1.0	-4.2	-9.9	4.9	3.1	10.1	-14.4
CCc1nc(N2CCC3(CC2)OCCO3)c2nnn(Cc3ccccc3)c2n1	12.7	-1.0	-7.8	-2.4	-17.4	1.9	5.5	1.8
O=C(Nc1ccc(F)c(Cl)c1)c1ccc2c(c1)OCO2	1.4	-132.1	81.2*	-8.2	-120.7	76.1*	-141.5	-1.4
CC(=C/c1ccccc1)/C=N/n1c(-c2ccco2)n[nH]c1=S	9.4	3.1	-4.4	-8.0	12.2	-8.3	-17.2	8.3
Cc1ccc(C)c(N(C(=O)CNC(=O)c2ccco2)C(C(=O)NC2CCCCC2)c2cccnc2)c1 (configuration not stated)	-3.2	20.7	-2.0	1.5	8.5	0.6	22.1	-2.9
COc1cc(S(=O)(=O)Nc2ccc(C)cc2)ccc1NC(=O)c1ccncc1	3.8	-4.2	6.3	5.2	10.6	0.8	16.5	-11.5
Cc1noc(NS(=O)(=O)c2ccc(NC(=O)C(F)(F)C(F)(F)C(F)(F)F)cc2)c1C	4.1	3.6	-4.9	-3.0	2.1	7.6	8.7	-0.9
O=C(COC(=O)C12CC3CC(CC(C3)C1)C2)Nc1ccc([N+](=O)[O-])cc1Br	14.9	-1.9	-5.8	-3.8	-20.6	-1.8	-17.7	-5.3
O=C(O)c1cc(N/N=C/c2ccc(-c3ccc(F)cc3)o2)ccc1Cl	12.3	-20.8	3.3	-3.5	-2.4	6.4	-27.8	4.0
CN(C(=O)COC(=O)c1cc(F)c(F)cc1Cl)c1ccccc1	8.6	-4.4	-10.5	-3.6	0.4	-5.1	3.1	0.8
Cc1cc(NC(=O)CN2CCN(c3ccccc3O)CC2)no1	-0.7	4.8	-6.7	-0.7	7.0	7.9	4.2	1.6
Cc1cc(-c2onc3ccc(Cl)cc23)ccc1O	2.8	-2.9	4.4	1.3	2.3	1.1	-1.1	4.7
